CAL PDZ FP-1 = CAL PDZ (human) peptide binding inhibition | AID 602252 | 300,000 tested, 0.92% active | purified CAL PDZ, TMR-peptide fluorescence polarization, 1 h | inhibition, % at 24.9 µM | Q9HD26;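 active = mean inhibition of at least 30% with at least half of replicates also reaching 30%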;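 also: 0% = DMSO neutral control and 100% = excess unlabeled competitor peptide PRC23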
AddAB inh = less growth of phage-infected E. coli with AddAB | E. coli expressing H. pylori AddAB, absorbance growth | inhibition, % at 11.9 µM | 330,000 tested, 0.29% active; in the data active = inhibition above about 12%;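 also: 0% = vehicle wells of infected cells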
E coli growth = bacterial growth inhibition, counter-screen for AddAB inhibitors; inhibition, % at 11.9 µM; E. coli V3065 growth, OD600 absorbance, 18 h; 330,000 tested, 0.27% active; AID 449728;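 active = inhibition above the campaign's mean inhibition across all tested compounds plus 3 SD, cut at about 9.9% in these data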;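 also: uninfected addAB+ strain grown without phage in ampicillin broth; 0% = DMSO wells and 100% = ciprofloxacin 0.95 µg/ml wells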
Tat export inh = blocks Tat-dependent protein export in E. coli; inhibition, % at 10 µM; 340,000 tested, 0.036% active; AID 488895; E. coli MC4100 TorA-mCherry Tat export, fluorescence;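 active = mean replicate inhibition at least 50% and at least half of replicates individually reaching 50%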;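 also: exported cargo escapes ClpAP degradation while cytoplasmic cargo is degraded and loses fluorescence; 0% = median of neutral control wells and 100% = median of NaSCN control wells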
SR-BI uptake up = activators of SR-BI mediated HDL lipid uptake; CHO ldlA[mSR-BI] cells, DiI-HDL uptake fluorescence, 3 h; 100 = double the neutral-control signal; activation, % at 12.5 µM; 320,000 tested, 0.096% active;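 active = mean replicate activation of at least 60% and every replicate at or above 60%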;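 also: 0% = median plate neutral-control signal and 100% = twice that signal; values of inactives mirror those of a sister screen read the other way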
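Test system: SR-BI-overexpressing, LDLR-lacking CHO cells. Measured by: DiI fluorescence, bottom read. Medium: Ham's F12 with 0.5% BSA, HEPES 25 mM, pH 7.4. Timing: 3 h uptake period with compound, 37 °C.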
Wnt act = Wnt/beta-catenin pathway activation | Wnt/beta-catenin reporter cell assay, activator, plate reader | activation, % at 9.35 µM | 300,000 tested, 1.2% active | AID 743398; in the data active = activation above about 30%, passing the limit was not always enough;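 also: 0% = neutral control wells and 100% = positive control wells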
SR-BI HDL uptake = blocks mouse SR-BI lipid uptake from DiI-HDL; Q61009; ldlA[mSR-BI] CHO cells, DiI-HDL uptake fluorescence, 3 h; inhibition, % at 12.5 µM; 320,000 tested, 0.96% active;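 active = mean replicate inhibition of at least 70% and a set share of replicates each scoring 70 or more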;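 also: 0% = median of neutral control wells and 100% = median of positive control wells; values of inactives mirror those of a sister screen read the other way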
Target sequence (Q61009 whole entry, looked up): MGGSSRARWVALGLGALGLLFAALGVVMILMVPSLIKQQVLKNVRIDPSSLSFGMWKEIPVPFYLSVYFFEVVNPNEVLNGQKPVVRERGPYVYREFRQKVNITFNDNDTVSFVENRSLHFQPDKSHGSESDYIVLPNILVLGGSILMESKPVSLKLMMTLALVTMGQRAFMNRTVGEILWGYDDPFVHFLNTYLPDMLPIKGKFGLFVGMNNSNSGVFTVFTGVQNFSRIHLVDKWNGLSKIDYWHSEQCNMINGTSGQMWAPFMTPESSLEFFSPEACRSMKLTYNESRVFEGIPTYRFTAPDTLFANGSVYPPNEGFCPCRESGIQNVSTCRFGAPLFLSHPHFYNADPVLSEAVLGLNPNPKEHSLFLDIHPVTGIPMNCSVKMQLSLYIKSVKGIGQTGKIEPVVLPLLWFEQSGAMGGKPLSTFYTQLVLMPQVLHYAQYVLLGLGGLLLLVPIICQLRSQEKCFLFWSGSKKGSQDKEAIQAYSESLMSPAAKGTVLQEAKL
CAL PDZ FP-2 = blocks peptide binding to human CAL PDZ domain; Q9HD26; AID 504414; inhibition, % at 20 µM; purified CAL PDZ, TMR-peptide fluorescence polarization, 1 h; 330,000 tested, 0.02% active;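 active = highest replicate inhibition of at least 40%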;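 also: plate controls were DMSO neutral control wells for no effect and unlabeled competitor peptide control wells for full effect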
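System: tagged CAL PDZ domain. Schedule: 1 h room-temperature incubation prior to read. Signal: fluorescence polarization (mP). Measure: percent inhibition from loss of millipolarization.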
MITF TRPM1 HTS = increases MITF-driven TRPM1 promoter luciferase signal | SK-MEL-5 TRPM1-promoter luciferase, 24 h; % of positive control, neutral wells = 0 | 300,000 tested, 0.75% active | activation, % at 12.5 µM;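 active = mean activation of at least 80% with every replicate also reaching 80%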;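 also: 0% = neutral control wells and 100% = parthenolide positive control wells; values of inactives mirror those of a sister screen read the other way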
phage Ecoli inh = E. coli growth loss with phage present | growth absorbance | inhibition, % at 11.9 µM | 360,000 tested, 0.26% active | AID 651602; in the data active = inhibition above about 11%
Numbers without * were called inactive; x = not tested or not shown. Random draw from the library. About 3.6% of those tested had a hit in this group.

Values run as follows: CAL PDZ FP-1, AddAB inh, E coli growth, Tat export inh, SR-BI uptake up, Wnt act, SR-BI HDL uptake, CAL PDZ FP-2, MITF TRPM1 HTS, phage Ecoli inh
1	O=C(Nc1ccc(Cc2nc3ccccc3s2)cc1)c1ccncc1
→ -4, 0.0, -2.3, 7, x, 0, x, -1.8, -36, 0.2
2	COc1ccc(NC(=O)CSc2nnc(-c3cccnc3)s2)cc1
→ -4, 3.5, 0.0, 8, -1, 0, 1, -0.2, 4, -1.6
3	COc1ccc(C(=O)Nc2nc(C)cc(C)n2)cc1[N+](=O)[O-]
→ -2, 5.5, 1.4, -1, 38, x, -38, -2.9, -9, 1.6
4	O=C(NCc1ccc(S(=O)(=O)NC2CCCCC2)s1)c1ccccc1
→ -5, -1.5, 0.1, 3, 6, -3, -6, -1.5, x, 1.5
5	COc1ccc(Cn2nnnc2C(c2ccc(N(C)C)cc2)N2CCC(C)CC2)cc1 (centres undefined)
→ 2, 1.7, 1.4, -3, -5, -4, 5, 0.3, x, 0.2
6	O=C1CN(C(=O)c2ccccc2Cl)c2ccccc2N1
→ x, 0.0, 0.3, 1, -4, 0, 4, 0.3, -1, 0.2
7	N#Cc1ccccc1OCC(=O)Nc1ccc2c(c1)OCCO2
→ -4, 2.1, -0.3, -6, 7, -1, -7, -0.4, 79, 2.6
8	Cc1cccc(OCC(=O)Nc2ccc3c(c2)nc(CN2CCCCC2)n3C)c1
→ -6, 0.9, 0.0, -9, x, 0, x, -1.6, -46, 0.9
9	Cc1ccc2nc(N3CCN(Cc4nnnn4C4CCCC4)CC3)c(C#N)cc2c1
→ 55*, 2.9, -2.4, 4, 7, 2, -7, -2.0, 4, 0.3
10	Cc1ccc(NC(=O)CN(C)C(=O)c2ccccn2)cc1
→ -1, x, x, 6, 12, -1, -12, 0.2, 18, 5.4
11	CC(C)c1ccc(C2/C(=C(/O)c3ccc(F)cc3)C(=O)C(=O)N2CCCN2CCOCC2)cc1 (centres undefined)
→ -5, 0.3, 2.4, -6, 3, -1, -3, -1.1, x, 1.8
12	O=C(Nc1cc([N+](=O)[O-])ccc1Cl)C1CC1
→ 0, 3.1, 3.5, 6, 13, -1, -13, -0.1, -8, 1.4
13	CC(NCC1(N2CCOCC2)CCCCC1)C(=O)Nc1ccc(Cl)cc1Cl (centres undefined)
→ -1, 5.1, -1.5, -5, -7, -2, 7, -1.9, -4, 0.3
14	COc1ccc2[nH]c(=O)cc(C(=O)O)c2c1
→ x, 1.7, 1.4, 11, -12, -1, 12, -0.4, -3, 2.2
15	COc1cc(/C=N/NC(=O)CSc2ccccn2)ccc1O
→ 44*, 1.9, -2.3, -3, 2, 4, -2, -1.1, 2, 1.1
16	Cn1nc(C(=O)Nc2nnc(C3CC3)s2)c2ccccc2c1=O
→ 2, 0.1, 0.7, 8, 42, 0, -42, -2.1, 9, 1.9
17	CC(C)CCNC(=O)Nc1ccc2c(c1)N(C)C(=O)CS2
→ x, -1.2, -1.1, 7, -35, 1, 35, -0.6, x, 2.5
18	Cc1nc(NCCc2ccc(O)cc2)c2nnn(Cc3ccccc3)c2n1
→ -1, 2.9, 1.3, 4, -22, -1, 22, -0.5, -7, 0.2
19	CCN(c1ccccc1)S(=O)(=O)c1ccc(F)cc1
→ -4, 2.3, -1.3, -15, 7, x, -7, x, 14, 3.5
20	CN(C(=O)c1cccc(NC(=O)Cc2ccc(NC(=O)C3CCN(C(=O)C4CCC4)CC3)cc2)c1)C1CCCC1
→ -3, x, x, -9, -58, -7, 58, -0.9, -7, 6.6
21	O=C(COc1cc2oc(=O)c3c(c2cc1Cl)CCC3)NCCCN1CCOCC1
→ -6, 1.6, 0.8, -4, 0, 6, 0, -0.5, 3, 5.5
22	Cc1ccc(N)cc1-n1c(C)ccc1C
→ -1, 5.6, -0.8, 0, 9, x, -9, -2.1, x, 3.1
23	CC1CCCCN1CCn1c(=S)[nH]c2cc3c(cc2c1=O)OCO3 (centres undefined)
→ -3, 2.2, -0.4, -14, 15, 0, -16, -0.7, 1, 3.4
24	COc1cc(NS(=O)(=O)c2ccc3c(c2)NC(=O)CO3)cc(OC)c1
→ -3, -0.1, -0.7, -4, 18, 0, -18, -0.9, -3, 0.9
25	Cc1c(C(=O)Nc2ccc(OC(F)(F)F)cc2)sc2nc3n(c(=O)c12)CCC3
→ -3, 2.6, 2.3, -1, -18, -2, 18, -0.3, -2, 4.0
26	CSc1ccccc1NC(=O)c1cc(C2CC2)on1
→ x, -2.4, 2.1, 5, -24, 19, 24, -2.1, x, 3.6
27	CN(C)c1ccc(C(=O)Nc2ccc(O)c3c(=O)cc(-c4ccccc4Cl)oc23)cc1
→ -2, 1.2, 0.3, -17, -19, 1, 19, -0.9, 12, 2.5
28	COc1ccc(S(=O)(=O)Nc2ccccc2C(=O)OC2CCCN(C)C2)cc1OC (centres undefined)
→ x, -0.9, -1.5, -1, 9, x, -9, -0.8, 4, 3.2
29	COc1ccc(NS(=O)(=O)c2ccc(C)c(NC(=O)c3ccc(C)c(S(=O)(=O)N4CCOCC4)c3)c2)cc1
→ -1, 0.8, 0.8, -9, -62, -2, 62, -1.0, -12, 4.2
30	COc1ccccc1OCCCCCc1c(C)n[nH]c1C
→ 4, -1.0, -1.9, -3, 11, x, -11, -0.1, -13, -2.0

(continued)
Values run as follows: CAL PDZ FP-1, AddAB inh, E coli growth, Tat export inh, SR-BI uptake up, Wnt act, SR-BI HDL uptake, CAL PDZ FP-2, MITF TRPM1 HTS, phage Ecoli inh
31	CC1CCN(c2nc3c(cc2C#N)COC(C)(C)C3)CC1
→ x, 2.4, -0.1, -4, -12, -1, 12, 0.8, 7, 1.3
32	O=C(CCCN1C(=O)C(c2ccccc2)Oc2cccnc21)NCCc1ccc(Cl)cc1 (centres undefined)
→ -2, 1.0, 0.1, -6, -31, 3, 31, -3.3, -5, -0.5
33	CN(Cc1ccccn1)C(=O)C1CCC(=O)N(Cc2cccc(C(F)(F)F)c2)C1 (centres undefined)
→ -3, 3.6, 0.8, -3, 14, 0, -14, -1.5, 0, 0.2
34	O=c1[nH][nH]cc1C=Nc1cc(Cl)ccc1O
→ -3, 0.2, -2.3, 1, 14, -14, -14, -1.3, -10, 0.0
35	c1ccn(CCc2ccncc2)c1
→ -7, x, x, 5, x, -6, x, 0.1, -9, 3.2
36	O=C(Cn1c(-c2cncs2)nc2ccccc21)NCc1ccccc1
→ 0, 2.8, 2.2, -9, 18, -2, -18, 0.9, -6, 2.1
37	CC(CC(=O)Nc1ccccc1C(F)(F)F)c1ccccc1 (centres undefined)
→ 1, 1.6, -1.2, -6, -11, x, 11, -0.6, -2, 4.1
38	CCOc1ccc(OCC(=O)OC(C)C(=O)NC2CCCC2)cc1 (centres undefined)
→ 1, -0.3, -3.1, 3, 8, -1, -8, -1.3, 3, 6.3
39	CC1(C)CC(=O)C(C=NCCN2CCN(C(=O)c3ccc(F)cc3)CC2)=C(O)C1
→ -5, 3.8, 1.6, 9, 26, -4, -26, 0.8, 4, 0.8
40	COc1cccc(C(=O)Nc2cc(-c3cn4cccnc4n3)ccc2C)c1
→ -2, 1.0, -3.3, 0, -42, -1, 42, -0.4, -4, 4.3
41	CC(C)Sc1nc(N2CCOCC2)c2c(c1C#N)CC(C)(C)SC2
→ -4, 2.8, 0.9, 4, -48, -2, 48, -0.2, 11, 0.1
42	CCN(CC(=O)Nc1ccc(NC(C)=O)cc1)C(=O)c1cc(C)on1
→ 0, 0.8, 1.1, -4, 13, 0, -13, -2.7, 5, -0.1
43	COc1ccc(NC(=O)Nc2ccc3c(c2)CCC3)c(OC)c1
→ 6, 0.0, 0.4, 1, -15, 0, 15, -2.4, 2, 1.8
44	CN(C)C1(CNC(=O)C2CCC(=O)N(CCc3ccc(Cl)cc3)C2)CCCCC1 (centres undefined)
→ -5, -1.8, -0.4, 2, 20, 9, -20, 88*, -7, 2.6
45	COC(=O)c1c(NC(=O)COC(=O)c2ccc(NC(=O)CC#N)cc2)sc2c1CCCCC2
→ x, 1.0, -1.8, 5, -40, 0, 40, 8.2, -20, -0.2
46	Cc1nnc(SCC(=O)N(C)C2CCCCC2)n1C
→ -2, 1.6, 1.8, -1, 2, 1, -2, -0.9, -2, 0.8
47	C[C@@H]1CC[C@H]2C(=O)N3[C@@H](CC[C@@H](C)[C@@H]3c3ccc(Br)cc3)C(=O)N2[C@H]1c1ccc(Br)cc1
→ -1, -0.5, 1.1, 4, 8, -9, -8, 0.1, -5, 3.3
48	O=C1CCC/C1=c1\s/c(=C/c2cccnc2)c(=O)n1-c1ccccc1
→ x, x, x, 1, -22, -3, 22, -0.1, -1, 1.2
49	c1ccc2oc(-c3ccc(Nc4nc(N5CCOCC5)nc(N5CCOCC5)n4)cc3)nc2c1
→ 6, x, x, 0, x, 1, x, -0.3, 18, 1.1
50	CCCNC(=O)C(=O)NCCC1=CCCCC1
→ -4, 2.7, 0.6, 12, 27, x, -27, 0.5, -8, 2.8
51	CCC(=O)Oc1cccc(C(=O)Nc2cccc(NC(=O)c3ccco3)c2)c1
→ 44*, 2.0, -1.8, 1, -35, -1, 35, -2.9, -18, 1.1
52	CN(C)c1ccc(-c2ccccc2)nn1
→ -1, 3.0, -3.0, 0, 15, 1, -15, x, 70, 0.1
53	COc1nccnc1NS(=O)(=O)c1ccc(N=Cc2c(C)[nH]n(-c3ccccc3)c2=O)cc1
→ -1, 5.6, 3.9, 1, 37, -1, -37, -3.0, 10, 5.5
54	COC(=O)c1c(NC(=O)CC2Nc3cc(C)c(C)cc3NC2=O)sc(C)c1C (centres undefined)
→ x, 2.7, 1.2, 1, 4, x, -4, -0.1, 3, x
55	CC(=O)NNS(=O)(=O)c1ccccc1[N+](=O)[O-]
→ 7, 1.9, -1.0, -6, 25, x, -25, -2.2, -7, 2.1
56	Cc1cccc(C(=O)NC(C)C2CC3CCC2C3)c1 (centres undefined)
→ x, 0.7, -0.3, x, x, 1, x, x, x, 3.5
57	O=C(NCc1ccco1)c1ccc2nccnc2c1
→ -2, 2.0, -2.3, -12, 1, 3, -1, -1.8, -5, 3.8
58	CSc1ncccc1C(=O)Nc1cc(C)ccn1
→ x, 2.3, 2.3, -6, 6, 2, -6, -0.2, -5, 2.8

Screens: PubChem BioAssay, several laboratories
